# Mac1 fbg inh: inhibitors of human CD11b/CD18 binding to fibrinogen; hit rate 0.54% among 93,000; inhibition, % at 10 µM; K562 CD11b/CD18 adhesion to fibrinogen, ATPlite luminescence; Mn2+ added to activate the integrin;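 active = primary inhibition of 50% or more at 10 µM, then 40% or more on retest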; note: some results filed as inactive read as strong as hits
# HIV Rev-RRE inh: disrupts HIV-1 Rev binding to RRE RNA | P05866 | Rev peptide-RRE RNA binding, FRET | inhibition, % at 8 µM | hit rate 0.79% among 97,000;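 active = inhibition above the screen-wide mean plus 3 SD, cut at about 35% in these data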;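 note: 0% = median DMSO wells and 100% = median Neomycin B control wells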
# Target sequence (P05866 whole entry, looked up): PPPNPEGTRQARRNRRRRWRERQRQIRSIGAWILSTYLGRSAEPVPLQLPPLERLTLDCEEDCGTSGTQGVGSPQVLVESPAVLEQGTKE
#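 Material: labelled RRE RNA duplex and labelled Rev peptide / Buffer or medium: HEPES pH 7.5 salt buffer with EDTA / Compound dosing: single point, 8 µM final nominal compound concentration / Benchmarks: DMSO low control, neomycin B high control / Timing: 5 min preincubation and 15 min binding, 25 °C / Technique: FRET fluorescence readout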
# ERa SRC1 pot: enhances coactivator binding to human estrogen receptor alpha | AID 639 | coactivator binding (% of control), % at 25.6 µM | TR-FRET ERalpha-LBD/SRC-Cy5 coactivator binding, 2 h; 100 = basal binding, no effect | hit rate 1.3% among 86,000; in the data active = activity above about 200%;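 note: binding measured in presence of low estradiol as agonist stimulus; 0% = peptide alone without receptor and 100% = receptor with peptide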
# PLK1 inh: inhibitors of human PLK1 kinase; P53350; recombinant PLK1 kinase, TR-FRET peptide phosphorylation; inhibition, % at 10 µM; hit rate 0.53% among 97,000;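 active = inhibition of 50% or more in the single-concentration screen; inactive = inhibition below 50%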;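 note: 0% = DMSO max control and 100% = H-89 dihydrochloride min control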
# Target sequence (P53350 whole entry, looked up): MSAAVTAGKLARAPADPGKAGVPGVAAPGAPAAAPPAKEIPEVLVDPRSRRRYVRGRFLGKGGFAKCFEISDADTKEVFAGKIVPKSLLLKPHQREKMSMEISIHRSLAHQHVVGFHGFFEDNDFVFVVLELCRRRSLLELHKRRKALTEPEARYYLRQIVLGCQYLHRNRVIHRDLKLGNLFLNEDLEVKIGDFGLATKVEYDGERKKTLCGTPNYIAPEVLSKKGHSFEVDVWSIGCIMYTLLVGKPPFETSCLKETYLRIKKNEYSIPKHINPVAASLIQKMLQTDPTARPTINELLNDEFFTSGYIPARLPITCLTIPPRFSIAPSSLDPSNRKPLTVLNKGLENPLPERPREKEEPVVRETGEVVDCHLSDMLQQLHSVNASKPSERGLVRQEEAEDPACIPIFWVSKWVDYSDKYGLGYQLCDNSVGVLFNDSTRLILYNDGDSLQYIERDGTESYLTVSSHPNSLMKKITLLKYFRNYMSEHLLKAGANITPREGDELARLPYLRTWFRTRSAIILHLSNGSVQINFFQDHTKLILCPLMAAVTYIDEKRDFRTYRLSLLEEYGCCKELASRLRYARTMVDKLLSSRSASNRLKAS
# ERb SRC1 inh: ER-beta (human) coactivator binding inhibition. inhibition, % at 25.6 µM. AID 633. TR-FRET ER-beta LBD / SRC1-Cy5 peptide binding; receptor agonist-loaded with 1 µM estradiol. hit rate 1.3% among 86,000;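 active = compounds whose percent inhibition of the receptor-coactivator binding signal exceeds about 50% in the single-dose screen, limit read from the data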;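 note: 0% = receptor plus peptide wells without compound and 100% = peptide-only wells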
# FAK inh: FAK (human) kinase inhibition | Q05397 | biochemical FAK kinase activity assay | inhibition, %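 (tested at 7 µM)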 | hit rate 0.84% among 97,000; in the data active = inhibition above about 19%;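 note: 0% = DMSO and 100% = reference compound high control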
# PLK1 PBD inh: Plk1 (human) PBD binding inhibition; hit rate 0.13% among 97,000; Plk1 PBD phosphopeptide binding, fluorescence polarization; AID 693; inhibition, %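 (tested at about 20 µM)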; in the data active = inhibition above about 34%, passing the limit was not always enough
# CD11b adhes enh: CD11b/CD18-fibrinogen binding enhancement; P05107+P11215; activation, % at 10 µM; hit rate 0.07% among 93,000; K562 CD11b/CD18 adhesion to fibrinogen, ATPlite luminescence;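 active = 10 µM primary screen giving 50% or more activity, confirmed by 40% or more on retest at that dose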; note: strong numbers were not always called active
# ERa coact inh: blocks coactivator binding to human estrogen receptor alpha; TR-FRET ER-alpha LBD / SRC-1 peptide, estradiol-bound; P03372; hit rate 1.7% among 86,000; inhibition, % at 25.6 µM; in the data active = inhibition above about 50%;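 note: 0% = receptor plus peptide control and 100% = peptide only without receptor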
# * = called active by the depositor; . = not tested or not shown; [ ] = another dose, or the depositor's remark. Hits appear at their usual frequency; about 4.7% have a hit in one of these screens.
SMILES,Mac1 fbg inh,HIV Rev-RRE inh,ERa SRC1 pot,PLK1 inh,ERb SRC1 inh,FAK inh,PLK1 PBD inh,CD11b adhes enh,ERa coact inh
CCCOc1ccc(CNC(=S)N/N=C/c2ccc([N+](=O)[O-])cc2)cc1,8,4,85,-12,5,0,1,0,10
O=C(NC(Cc1ccccc1)C(=O)O)/C(=C\c1ccc(F)cc1)NC(=O)c1ccccc1 (stereo not drawn),.,8,.,-8,.,-8,-9,.,.
O=C(Nc1cccc(C(F)(F)F)c1)c1cc2c(=O)c3ccccc3oc2nc1C(F)(F)F,-11,15,.,-16,.,5,17,-3,.
CCOC(=O)C1CN(S(=O)(=O)c2ccccc2)c2cc(S(=O)(=O)CC)ccc2O1 (stereo not drawn),.,6,.,-15,.,-3,19,.,.
O=C(NCc1ccco1)C(c1ccccc1)N(CC1CCCO1)C(=O)Cn1nnc2ccccc21 (stereo not drawn),.,3,100,-22,13,-1,-8,.,7
Cc1ccc(C)n1NC(=O)c1ccco1,-15,-3,86[fluorescence artefact?],-6,-1[fluorescence artefact?],-1,-8,3,-67
COc1nc(Nc2cccc(C)c2)nc(N2CCCCC2)n1,-6,9,.,-5,.,-1,6,2,.
CCCCn1nc2cc(C(=O)NCCCCc3ccccc3)ccc2c1OCC,.,7,.,-1,.,0,15,.,.
Cc1sc(NC(=O)CCCC(=O)O)c(C#N)c1C,7,7,111,-15,1,-3,21,-5,-5
O=C(CSCc1ccc([N+](=O)[O-])cc1)Nc1cccc(C(=O)Nc2ccccc2C(=O)O)c1,.,0,.,-6,.,-4,-20,.,.
COc1ccc(S(=O)(=O)CCC(=O)NCCc2ccc(S(N)(=O)=O)cc2)cc1,-17,.,119[fluorescence artefact?],.,-2,.,.,-1,-8
CCc1nc2ccccc2n1Cc1ccccc1OC,19,-1,104,-5,9[fluorescence artefact?],3,25,-1,31[fluorescence artefact?]
CCOc1cc(N2CCOCC2)c(OCC)cc1NC(=O)C(NC(=O)c1ccco1)C(C)C (stereo not drawn),-9,.,89[fluorescence artefact?],.,27,.,.,-1,7
O=C(COC(=O)COc1ccc(Cl)cc1)NC1CCCCC1,.,6,101,-9,4,2,-11,.,-11
COc1ccc(NC(=S)NCc2ccco2)cc1,-11,-1,.,-3,.,-3,32,-5,.
CC(C)C(c1nnnn1C1CCCC1)N1CCN(c2ccccc2F)CC1 (stereo not drawn),38,7,105,-16,-123[fluorescence artefact?],1,-15,0,-5
COc1ccc(OCc2nc(N)nc(Nc3ccccc3OC)n2)cc1,.,15,87,-6,4,7,-15,.,-3
Cc1ccc2oc(-c3ccc(NC(=O)c4ccc5c(c4)OCO5)cc3)nc2c1,.,11,.,-19,.,2,27,.,.
COc1ccc(-n2c(CNC(=O)c3cc(OC)c(OC)c(OC)c3)n[nH]c2=S)cc1,2,5,.,-5,.,6,-29,-2,.
CCNC(=S)NNC(=O)c1csc2ccccc12,.,6,.,-19,.,3,-24,.,.
COc1ccc(CNC(=O)c2cnccn2)cc1,-6,3,120,-4,32,-2,-12,-2,1
O=C1CSC(=Nc2cc(Cl)ccc2Cl)N1,1,11,114[fluorescence artefact?],-4,3,-4,13,-1,5
CC(C)(C)C(=O)c1sc(Nc2ccccc2)nc1N,-40,1,88[fluorescence artefact?],-10,1,32*,-1,1,13[fluorescence artefact?]
Cc1cc(C(F)F)n2ncc(C(=O)NCCc3ccccc3Cl)c2n1,8,2,117,-5,-4,-4,0,-1,-7
Cn1cc(/C(Cc2ccccc2)=N\O)c2ccccc21,2,.,116,.,-6,.,.,-2,1
CC1=NN(C(=O)c2ccccc2Br)C(O)(c2cccnc2)C1 (stereo not drawn),4,8,.,-8,.,-10,-14,-1,.
Cc1onc(-c2ccccc2)c1C(=O)NC(C)C1CCCO1 (stereo not drawn),2,7,114,-15,-10,1,18,-4,-10
COc1ccc2[nH]c(=O)c(CNc3ccc(C)c(C)c3)cc2c1,11,24,58,1,4,2,2,-1,2
CC(C)n1c(SC2CCOC2=O)nc2ccccc21 (stereo not drawn),-5,0,99,-8,9,-3,-20,-2,5
CSCCC(Nc1ncnc2ccc(Br)cc12)C(=O)O (stereo not drawn),28,8,109,-6,-8,1,-2,1,-8
Cc1ccccc1OCCNC(=O)CNC(=O)c1ccccc1O,-7,4,94,-5,-3[fluorescence artefact?],-1,29,-1,-1
Cc1cc(C)c(NC(=O)C2CC(=O)N(c3ccc4c(c3)OCCO4)C2)c(C)c1 (stereo not drawn),-32,1,.,-12,.,1,4,-1,.
O=C(c1ccc(Cl)cc1)C(Cn1cncn1)C(Sc1ccccc1)c1ccccc1 (stereo not drawn),0,1,.,-8,.,1,-10,1,.
O=c1cc(-c2ccccc2)[nH]c2ccccc12,22,4,106,-8,-1,5,1,-7,-6
N#Cc1nc(-c2cccs2)oc1N1CCN(c2ccccc2)CC1,-16,16,116,-9,-11,0,9,1,-17
CC(C)Sc1nc(N2CCCC2)c2c(c1C#N)CC(C)(C)OC2,12,.,95,.,6[fluorescence artefact?],.,.,2,5
CCOc1cc(/C=C2\C(=O)N(c3ccc(C(N)=O)cc3)N=C2C)ccc1OC(=O)c1cccs1,8,-5,.,-13,.,5,2,81*,.
CCc1nnc(NC(=O)C2CCCN(c3nc(C)cc(C)n3)C2)s1 (stereo not drawn),-1,6,128,-17,-6,0,-5,1,-8
Cc1nc2ccc(C(=O)N3CCN(c4ccccc4)CC3)cc2s1,.,-2,95,-10,-22,-1,1,.,-15
Cn1cc(C(=O)NC2CCCCC2)c(=O)c2cc(S(=O)(=O)N3CCCC3)ccc21,3,.,92,.,-4,.,.,-4,-4
CCS(=O)(=O)N1CCC(C(=O)NCCc2ccc(OC)c(OC)c2)CC1,16,0,109,-11,-12,-1,-26,-3,2
CCOc1ccccc1NC(=O)C1C2C=CC(C2)C1C(=O)O (stereo not drawn),2,4,110,-16,7[fluorescence artefact?],-1,10,-2,5
Cc1ccc(-n2nnnc2SCC(=O)NC(=O)Nc2ccc3c(c2)OCCO3)cc1,-7,4,112,0,4,2,-11,-2,1
CN1CCCCC1=NCCCn1cnc2c1c(=O)n(C)c(=O)n2C,-4,4,.,-5,.,-7,-10,-3,.
Cc1ccc2cc(CCNC(=O)C(C)(C)C)c(=O)[nH]c2c1,-2,.,100[fluorescence artefact?],.,-6,.,.,0,5[fluorescence artefact?]
OCc1nc2ccccc2n1CC(O)COc1ccccc1 (stereo not drawn),-15,5,118,-7,-7,4,13,-4,-2
Nc1nnc(CCN2C(=O)CSC2=O)s1,-11,0,141,-1,5[fluorescence artefact?],2,9,2,2
CC(C)(C)NS(=O)(=O)c1ccc(-c2csnn2)s1,-7,5,82,-16,-4,0,4,1,3
CC(C)CC(=O)NC(=S)Nc1ccc(NC(=O)c2cccs2)cc1,16,5,.,-5,.,0,-6,-2,.
CCN(CCCNC(=O)C1CCC(=O)N1C1CCCC1)c1cccc(C)c1 (stereo not drawn),.,5,117,-1,-13,-3,-8,.,0
Cc1ccc(S(=O)(=O)NCCNC(=O)c2ccccc2)cc1,-12,.,104,.,-1,.,.,1,1
CCCCCC(=O)NC(=S)NNC(=O)CC,17,2,110[fluorescence artefact?],-18,-5,-1,4,2,12
CCOc1ccccc1C(=O)N(C)Cc1cc2cc(OC)ccc2[nH]c1=O,-18,-6,92,-7,3[fluorescence artefact?],-1,10,2,12[fluorescence artefact?]
CC1=C(C(=O)Nc2ccccc2)C(c2ccncc2)n2nnnc2N1 (stereo not drawn),.,6,127,-10,2,-2,11,.,-4
CC(=O)Nc1nc(C)nc(-c2ccccc2OC(C)=O)n1,2,8,97,-11,5,-1,-6,2,22[fluorescence artefact?]
COc1cc(NC(=O)CN(c2ccc(C)cc2)S(=O)(=O)c2c(C)nn(C)c2C)cc(OC)c1,-5,6,95[fluorescence artefact?],15,-4,2,-14,-2,2
Cc1cc(C(=O)CSCCCn2c(=O)[nH]c3ccccc32)c(C)n1C,.,6,109,-10,2,-1,1,.,1
O=C(CSCc1c(Cl)cccc1Cl)Nc1ccc2c(c1)OCO2,2,-2,105,-14,10[fluorescence artefact?],-1,3,-5,6
COc1ccc(N(C(=O)c2ccc(S(=O)(=O)N3CCOCC3)cc2)C2C=CS(=O)(=O)C2)cc1 (stereo not drawn),3,1,124,-13,3,2,2,2,-4
Cc1cc([N+](=O)[O-])c(NCCCCCCO)c([N+](=O)[O-])c1,.,10,.,-24,.,4,-32,.,.

# Entries of single compounds, looked up by structure. Order of screens: Mac1 fbg inh | HIV Rev-RRE inh | ERa SRC1 pot | PLK1 inh | ERb SRC1 inh | FAK inh | PLK1 PBD inh | CD11b adhes enh | ERa coact inh
# CCCCCC(=O)NC(=S)NNC(=O)CC is listed as 17 | 2 | 110[fluorescence artefact?] | -18 | -5 | -1 | 4 | 2 | 12
# CC(C)(C)NS(=O)(=O)c1ccc(-c2csnn2)s1 is listed as -7 | 5 | 82 | -16 | -4 | 0 | 4 | 1 | 3
# CC(=O)Nc1nc(C)nc(-c2ccccc2OC(C)=O)n1 is listed as 2 | 8 | 97 | -11 | 5 | -1 | -6 | 2 | 22[fluorescence artefact?]
# OCc1nc2ccccc2n1CC(O)COc1ccccc1 (stereo not drawn) is listed as -15 | 5 | 118 | -7 | -7 | 4 | 13 | -4 | -2
# Cc1ccc(S(=O)(=O)NCCNC(=O)c2ccccc2)cc1 is listed as -12 | . | 104 | . | -1 | . | . | 1 | 1

# The listing continues:
SMILES,Mac1 fbg inh,HIV Rev-RRE inh,ERa SRC1 pot,PLK1 inh,ERb SRC1 inh,FAK inh,PLK1 PBD inh,CD11b adhes enh,ERa coact inh
C=C1CC2C=C(NC(C)=O)CC(C1)C2 (stereo not drawn),4,7,129,3,-1,5,0,0,-5
O=C(CNC(=O)c1ccco1)NCC(=O)OC(C(=O)c1ccccc1)c1ccc(Cl)cc1 (stereo not drawn),.,7,100,-13,-12,1,-17,.,-16
O=C(O/N=C1\CCS(=O)(=O)c2sccc21)c1ccccc1,.,4,.,-3,.,0,-7,.,.
O=C(NCCOc1ccc(Cl)cc1)C1CC(=O)N(c2ccc(F)cc2)C1 (stereo not drawn),21,6,81,4,18,-6,-9,-5,0
CCSc1nnc(NC(=O)c2cc(C)nc3ccccc23)s1,2,3,85,-12,-9,-4,-14,-2,-4
COCCn1c(CN(Cc2ccccc2)Cc2ccccc2)nc2c1c(=O)n(C)c(=O)n2C,35,-1,123,-8,3,-1,-3,-4,0[fluorescence artefact?]
CCc1ccccc1NC(=O)CSc1nc2ccccc2n1CC(=O)N(C)C,-9,.,112,.,5,.,.,-2,6
Cc1ccc(S(=O)(=O)NC2CCCC(C(=O)O)C2)cc1 (stereo not drawn),-6,10,95,-4,-5,1,-3,-1,3[fluorescence artefact?]
O=C(Cc1ccc(Cl)cc1)Nc1ccc(-c2nnc(-c3ccco3)o2)cc1,-13,8,123[fluorescence artefact?],-9,37[fluorescence artefact?],11,5,49,68*[fluorescence artefact?]
COCCCN1C(=O)C(O)=C(C(C)=O)C1c1cccc(F)c1 (stereo not drawn),3,6,106,-3,-5,-1,-17,-4,-5
CCC(C)(C)NC(=O)C(c1cccn1C)N(C(=O)Cn1nnc2ccccc21)c1ccc(F)cc1 (stereo not drawn),34,1,111,0,-6,0,6,-2,-11
OCCNc1ccc(Cl)cc1,9,6,103[fluorescence artefact?],-7,-6,2,-4,0,-6
CC1CCN(CCCn2c(=S)[nH]c3ccccc3c2=O)CC1,6,-5,123,-13,-11[fluorescence artefact?],-1,17,-1,-5[fluorescence artefact?]

# From PubChem
